Screens as filed in PubChem.
Cycloheximide cs = Cycloheximide Counterscreen for Small Molecule Inhibitors of Shiga Toxin; cell reporter, cycloheximide protein synthesis inhibition counterscreen; max response, %; hit rate 12% among 300,000; AID 2314, 2010; in the data active = max response mostly above about 13%, no sharp cut-off; inactive = mostly below about 14%; also: read at 38.3 µM for the half of the compounds with a filed dose; 0% is about no effect
Pf growth 96h = Primary qHTS for delayed death inhibitors of the malarial parasite plastid, 96 hour incubation; P. falciparum luciferase reporter growth, 96 h; Potency, µM (titrated, usually from 28.7 µM), inactives show at the highest dose activity change, negative = inhibition, most hits filed as inhibitors; AID 504834, 2011; hit rate 6.9% among 320,000; also: potency is read from the fitted curve at half-maximal effect; % is scaled to controls: 0 for no effect and ±100 for the full control effect
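Erythrocytes infected with luciferase-expressing P. falciparum were dispensed at 2% hematocrit and 0.05% parasitemia (final), then incubated with compounds 96 hours at 37 C in 5% CO2. Luminescence after detection reagent addition reported growth.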
Shiga inhibitor = A qHTS for Small Molecule Inhibitors of Shiga Toxin; Vero cells, Shiga toxin protein synthesis inhibition reporter; inhibition, % at 38.7 µM; hit rate 9.2% among 290,000; AID 2315, 2010; in the data active = inhibition mostly above about 28%, no sharp cut-off; inactive = mostly below about 43%; also: 0% is about no effect
TbPYK inhibitor = qHTS of Trypanosoma Brucei Inhibitors | pyruvate kinase (Trypanosoma brucei), Q57TT1 | TbPYK enzyme, Kinase-Glo Plus ATP luminescence, 45 min | Potency, µM (series often up to 76.8 µM), without a hit: at the highest dose activity, negative = inhibition, most hits filed as inhibitors | hit rate 0.12% among 410,000; also: potency is read from the fitted curve at half-maximal effect; % is scaled to controls: 0 for no effect and ±100 for the full control effect; nearly all actives have a fitted effect of over 50% in size
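Glycolytic pyruvate kinase of T. brucei was incubated with substrate, test compound and 130 uM ADP for 45 minutes at room temperature. Luminescent Kinase-Glo Plus signal was measured after 10 minutes.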
AMA1-RON2 inh = qHTS for Inhibitors of AMA1-RON; Towards Development of Antimalarial Drug Lead: Primary Screen. hit rate 0.2% among 360,000. AlphaScreen AMA1-biotinylated RON2 peptide binding. Potency, µM (series often up to 58.2 µM), inactives show at the top dose activity change, negative = inhibition, usual class: inhibitors. Plasmodium falciparum AMA1 (3D7) - RON2 peptide interaction;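 also: potency is read from the fitted curve at half-maximal effect; 0% = vehicle wells and -100% = peptide control; nearly all actives have a fitted effect of over 45% in size; some results filed as inactive show a strong effect at the top dose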
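AMA1 (3D7) with his tag at 25 nM final met compounds first, then biotinylated RON2 peptide at 25 nM; detection used donor plus acceptor beads, 10 µg/mL apiece, read by AlphaScreen after 30 min at room temperature.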
Pf growth 48h = Primary qHTS for delayed death inhibitors of the malarial parasite plastid, 48 hour incubation; P. falciparum luciferase growth in erythrocytes, 48 h; Potency, µM (highest dose often 28.7 µM), without a hit: at the highest dose activity change, negative = inhibition, usual class: inhibitors; hit rate 5.9% among 310,000; AID 504832, 2011; also: potency is read from the fitted curve at half-maximal effect; % is scaled to controls: 0 for no effect and ±100 for the full control effect
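Here the parasites carry a stable luciferase gene and grow inside erythrocytes in Albumax-based RPMI medium with compound for one erythrocytic cycle. Activity is scored as loss of luminescent signal.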
LmPK inhibitor = qHTS Assay for Inhibitors of Leishmania Mexicana Pyruvate Kinase (LmPK) | purified LmPK, Kinase-Glo ATP luminescence, 1 h | Potency, µM (series often up to 57.5 µM), without a hit: top-dose activity change, negative = inhibition, usual class: inhibitors | hit rate 0.37% among 290,000 | AID 1721, 2009; also: potency is read from the fitted curve at half-maximal effect; % is scaled to controls: 0 for no effect and ±100 for the full control effect
Target sequence (Q27686 whole entry, looked up): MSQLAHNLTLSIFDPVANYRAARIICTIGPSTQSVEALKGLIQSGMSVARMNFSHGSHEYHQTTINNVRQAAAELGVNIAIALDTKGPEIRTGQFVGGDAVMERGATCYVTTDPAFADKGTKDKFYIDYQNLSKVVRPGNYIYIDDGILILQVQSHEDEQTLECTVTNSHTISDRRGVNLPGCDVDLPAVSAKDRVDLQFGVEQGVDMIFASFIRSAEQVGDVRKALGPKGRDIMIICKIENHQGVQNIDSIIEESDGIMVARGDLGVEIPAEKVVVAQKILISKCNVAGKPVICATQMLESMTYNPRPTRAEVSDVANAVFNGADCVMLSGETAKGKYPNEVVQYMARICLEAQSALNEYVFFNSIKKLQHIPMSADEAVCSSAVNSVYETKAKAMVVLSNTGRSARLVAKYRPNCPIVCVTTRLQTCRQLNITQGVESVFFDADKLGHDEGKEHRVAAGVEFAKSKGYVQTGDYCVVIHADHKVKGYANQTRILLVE
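Pyruvate kinase activity monitored as ATP production (luciferase luminescence). Conditions: 0.1 nM enzyme, 0.5 mM PEP, 0.1 mM ADP, 1 h, RT; normalized against uninhibited and no-enzyme wells.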
Numbers without * were called inactive; ? = inconclusive; · = no result given; & = joins results of further samples; [ ] = another dose, or the depositor's remark. Unless noted, calls follow the shape of the dose curve; as a rule, active = well fitted curve in the direction sought with a large enough effect; inconclusive = small, poorly fitted or top-dose-only effect, or another doubt; inactive = no such curve, though single readings can be large; an effect the other way counts as inactive or inconclusive.

SMILES	Cycloheximide cs	Pf growth 96h	Shiga inhibitor	TbPYK inhibitor	AMA1-RON2 inh	Pf growth 48h	LmPK inhibitor
O=C(COc1ccc2c(c1)CCC2)N1CCc2ccccc21	42.7*	-17.3%	98.1*	?	3.0%	·	4.1%
COCCNC(=O)CNC(=O)c1nn(-c2ccc(OC)c(Cl)c2)c(=O)c2ccccc12	-2.2	-3.7%	-4.9	-1.2%	-1.6%	0.3%	1.4%
COc1cccc(C(=O)O/N=C(\N)Cc2ccc(Cl)cc2)c1	14.2	139.2%[activator]	18.6	0.8%	-7.3%	10.4µM*	-2.6%
CC1(C)Cc2c(sc(NC(=O)C(=O)N3CCCCC3)c2C(=O)O)CO1	-4.6	-3.6%	-5.4	2.9%	134.5%[activator]	1.2%	-2.1%
COc1cc(NC(=O)CSc2nnc3ccc(-c4cccnc4)nn23)cc(OC)c1	·	19.3%	·	1.8%	12.4%	38.7%[activator]	·
COc1cccc(CNC(=O)COC(=O)/C(C#N)=C/c2ccc(N(C)C)cc2)c1	·	6.2%	·	3.9%	0.6%	-6.1%	·
CC1CC(C)CN(C(=O)CCCn2c(=O)c3cccn3c3cccnc32)C1 (centres undefined)	1.6	11.7µM*	-0.5	5.2%	-5.1%	?	-1.7%
CC(C)(C)N1C(=O)c2ccc(C(=O)O)cc2C1=O	0.5	?	-11.2	-9.9%	-1.0%	30.2%[activator]	-5.4%
O=C1c2ccccc2CC1(Cc1ccccc1)Cc1ccccc1	-0.6	?	6.3	2.6%	3.8%	13.1µM*	2.8%
Cc1cc(C(=O)OCC(=O)Nc2ccc(F)cc2)c(C)o1	-2.5	-3.1%	-3.2	0.4%	-5.0%	19.9%	-3.7%
COc1ccc(CC(=O)N2CCN(c3ccc(F)cc3)CC2)cc1	0.8	?	-15.0	-9.4%	-2.7%	-18.2%	-0.2%
COc1ccc(Nc2nnc(-c3ccc(O)cc3)c3ccccc23)cc1	3.9	?	5.4	-1.2%	11.8%	?	4.2%
O=C(CS(=O)(=O)c1ccc(F)cc1)N1CCOCC1	-2.4	0.5%	-10.8	3.0%	-8.7%	47.0%[activator]	-2.7%
COc1ccc(CCNC(=O)CCNC(=O)c2ccccc2Cl)cc1	-6.8	3.3%	-9.6	4.0%	-10.1%	-0.8%	3.1%
CCC1CCCCN1C(=O)COC(=O)c1cc(C)nc2ccccc12 (centres undefined)	·	?	·	-0.3%	-4.3%	?	·
COc1ccc(OC)c(C2C(C(C)=O)=C(O)C(=O)N2CCC(=O)O)c1 (centres undefined)	-3.3	?	-20.9	-3.5%	-2.3%	9.3%	-8.1%
COc1ccc(NCc2ccc(OC)c(Cn3ccnc3)c2)c(OC)c1	1.6	8.4%	3.9	-5.2%	?	?	1.7%
CCOC(=O)[C@H]1[C@H]2COc3ccc(Cl)cc3[C@@H]2N2C(=O)c3cc(OC)ccc3NC(=O)[C@@]12C	·	?	·	-0.3%	-20.7%	?	·
NP(=O)(OCCCc1ccccc1)c1ccccc1 (centres undefined)	-1.5	52.5%[activator]	13.3	2.1%	7.5%	1.1%	-3.1%
CCOC(=O)CNC(=O)C1CCCc2c1[nH]c1ccc(Cl)cc21 (centres undefined)	-1.4	26.2%	-11.7	0.0%	-12.0%	-7.1%	-3.1%
CCCC[C@@H]1C[C@H]1[C@@H](NC(=O)c1ccccc1)c1ccccc1C(F)(F)F	-1.2	?	4.1	3.5%	3.1%	?	0.4%
CCOC(=O)C1(CC2CCCCO2)CCN(S(=O)(=O)c2ccc(OC)cc2)CC1 (centres undefined)	6.5	73.5%[activator]	0.3	-3.9%	6.6%	?	8.4%
Cc1noc(C)c1C(=O)Nc1nc(-c2ccccc2Cl)cs1	36.1*	89.4%[activator]	65.7*	1.5%	1.7%	62.3%[activator]	-0.1%
Cc1c(C(=O)NCCCN2CCCC2=O)oc2ccc(S(=O)(=O)N3CCOCC3)cc12	-1.4	·	-4.1	0.4%	-6.1%	-14.2%	-10.1%
Cc1ccc2nsnc2c1S(=O)(=O)N1CCCC1	-4.5	11.3%	-15.0	-6.5%	6.0%	12.4%	-0.7%

Single values from the results shown.
In TbPYK inhibitor, CC1(C)Cc2c(sc(NC(=O)C(=O)N3CCCCC3)c2C(=O)O)CO1 has the entry 2.9%
In Cycloheximide cs, Cc1c(C(=O)NCCCN2CCCC2=O)oc2ccc(S(=O)(=O)N3CCOCC3)cc12 has the entry -1.4
In LmPK inhibitor, CCCC[C@@H]1C[C@H]1[C@@H](NC(=O)c1ccccc1)c1ccccc1C(F)(F)F has the entry 0.4%

(listing goes on)
SMILES	Cycloheximide cs	Pf growth 96h	Shiga inhibitor	TbPYK inhibitor	AMA1-RON2 inh	Pf growth 48h	LmPK inhibitor
CCOc1ccc(NC(=S)NN(C)C(=S)Nc2ccc(OCC)cc2)cc1	-1.1	-2.7%	1.9	-20.8%	-7.3%	11.3%	1.8%
Cc1ccccc1COn1nnc2ccc(S(=O)(=O)N3CCOCC3)cc21	·	-28.7%	·	-1.4%	-12.7%	?	·
COc1c(S(=O)(=O)N2CCCC2)ccc(Cl)c1Cl	-2.3	-20.5%	-2.7	-1.1%	4.7%	-10.9%	-0.2%
O=C(CCCCn1c(=O)[nH]c2ccccc2c1=O)NCCC1=CCCCC1	9.1	-4.3%	17.4	-12.6%	-6.8%	16.7%	-0.7%
Cc1cccc(OCc2nnc(SCC(=O)N3CCN(c4ccccc4)CC3)o2)c1C	6.9	?	2.6	0.7%	47.1%[activator]	?	2.1%
Cc1ccc(C)c(N2CCN(c3ncccc3[N+](=O)[O-])CC2)c1	-3.4	?	-11.3	-0.8%	?	?	3.6%
CCOC(=O)C1CCN(C(=O)c2ccccc2NC(=O)C2=C(C)OCCS2)CC1	-1.9	?	-7.5	-2.3%	16.4%	10.4µM*	6.5%
NC(=O)CCC1NC(=O)C(Cc2ccccc2)NC(=O)C(Cc2ccc(O)cc2)NC(=O)CCSSCC(C(=O)N2CCCC2C(=O)NC(CCCN=C(N)N)C(=O)NCC(N)=O)NC(=O)C(CC(N)=O)NC1=O (centres undefined)	·	0.8%	·	5.8%&2.0%	·	16.3%	·
COc1ccc(OCC(=O)Nc2ccc3c(c2)nc(CN2CCN(C(C)=O)CC2)n3C)cc1	0.5	?	-5.2	-9.0%	-8.1%	?	-0.9%
COc1ccc(C2OC(=O)CC2C(=O)NCc2ccc(C)cc2)cc1OC (centres undefined)	-2.7	9.28µM*	-7.9	-3.2%	-3.1%	-23.1%	-10.3%
Cc1ccc(-c2nc3c(c(SCC(=O)N4CCOCC4)n2)Cc2c(CO)cnc(C)c2O3)cc1	6.8	-14.4%	-0.6	-0.7%	-13.2%	7.38µM*	7.6%
CCOc1ccc(C(=O)OCC(=O)Nc2ccc(SC(F)F)cc2)cc1OCC	-5.6	-14.4%	-8.9	-17.9%	-10.5%	11.7%	-5.7%
CC1(C)C(=S)N(Cc2ccccc2)c2ccccc21	1.5	1.2%	-4.3	1.2%	19.2%	4.1%	-1.6%
Cc1cccc(C(C(=O)NC2CCCC2)N(Cc2cccnc2)C(=O)c2csnn2)c1 (centres undefined)	-8.2	2.2%	-5.7	10.2%	-1.3%	-16.3%	-1.6%
COc1ccc(CCNC(=O)c2cc(C3CC3)nc3c2cnn3C(C)C)cc1	·	?	·	-4.5%	13.1%	?	·
CC(C)(C)c1ccccc1N=Cc1ccc2ccccc2n1	-1.1	41.1%[activator]	-6.2	-16.1%	-4.4%	5.8%	-2.3%
Cc1cc(-c2nnc(CCC(=O)NC(C)c3cccc4ccccc34)o2)no1 (centres undefined)	6.5	11.7µM*	15.2	7.8%	3.1%	-16.9%	2.6%
COC1CCCN(C(=O)c2ccc3oc(Cc4ccc(Cl)cc4)nc3c2)C1 (centres undefined)	-0.1	?	24.7	3.1%	-1.4%	8.0%	-3.6%
COc1ccc(CCNC(=O)c2ccc(Cl)cc2)cc1	10.3	?	-7.8	-9.5%	-5.1%	·	1.8%
Cc1cc(C(C)(C)C)nc2[nH]n(-c3ccccc3)c(=O)c12	7.0	?	-8.8	-14.5%	-12.8%	·	4.4%
Cc1ccc(CNC(=O)CSc2nnc(CNC(=O)c3ccccc3)o2)cc1	5.1	-2.7%	8.1	-2.1%	-1.9%	-7.7%	-5.9%
Cn1c(CC(=O)NNC(=O)c2ccccc2[N+](=O)[O-])nc2ccccc21	·	-21.9%	·	5.2%	63.7%[activator]	-5.0%	·
O=C(/C=C/c1ccco1)OCC(=O)c1ccc(OC(F)F)cc1	·	94.0%[activator]	·	-11.4%	5.9%	22.6%	·
C=CCNc1nc(C(=O)OCC(=O)NCc2ccccc2OC)cs1	·	8.0%	·	-1.5%	-1.4%	?	·
COc1ccc(S(=O)(=O)N2CCOCC2)cc1NC(=O)CSc1nnc(N)s1	·	6.9%	·	-6.8%	-0.3%	-2.2%	·

Filtered by structure, the entries above with a nitro group on carbon
SMILES	Cycloheximide cs	Pf growth 96h	Shiga inhibitor	TbPYK inhibitor	AMA1-RON2 inh	Pf growth 48h	LmPK inhibitor
Cc1ccc(C)c(N2CCN(c3ncccc3[N+](=O)[O-])CC2)c1	-3.4	?	-11.3	-0.8%	?	?	3.6%
Cn1c(CC(=O)NNC(=O)c2ccccc2[N+](=O)[O-])nc2ccccc21	·	-21.9%	·	5.2%	63.7%[activator]	-5.0%	·

(continued)
SMILES	Cycloheximide cs	Pf growth 96h	Shiga inhibitor	TbPYK inhibitor	AMA1-RON2 inh	Pf growth 48h	LmPK inhibitor
COCCCNC(=O)/C(C#N)=C/c1c(N2CCN(c3ccccc3)CC2)nc2ccccn2c1=O	9.7	?	13.1	2.1%	-0.3%	?	-8.3%
O=C(CSc1nc2nc(-c3cccs3)cc(C(F)(F)F)c2c(=O)[nH]1)NCc1ccco1	-3.0	?	-14.6	-8.0%	2.3%	18.1%	13.6%
CCc1ccc(OCC(=O)NC2CCCCC2)c(Br)c1	-0.9	11.7µM*	-17.0	-0.1%	1.1%	1.4%	-10.4%
Cc1ccc(NC(=O)/C=C/c2ccco2)nc1	33.6*	-26.2%	77.9*	0.1%	-4.6%[2.32 µM]	158.4%[activator]	-9.8%
COc1ccc(CCC(=O)O)cc1OC	1.0	26.3%	-12.5	-3.1%	9.0%	5.4%	-1.0%
Cc1cc(C)n(-c2nc(NCCN(C)C)c3c4c(sc3n2)COC(C)(C)C4)n1	8.5	?	10.3	-2.2%	8.9%	?	-3.0%
CC(C)Cn1c(SCc2nnc(-c3cccs3)o2)nc(O)cc1=O	-4.4	?	-12.6	-1.1%	27.1%	·	14.6%
CC(C)C[C@H](NC(=O)OC(C)(C)C)C(=O)N/N=C/c1ccc2nccnc2c1	-2.4	?	-11.7	-4.9%	0.5%	·	9.0%

This is a random part of the collection; about 21% have a hit in one of these screens.
